Mdm2 ligase inh: MDM2-luciferase reporter signal enhancers, primary screen, MDM2 E3 ligase inhibitor project, cell-based, luminescence, 1536-well | E3 ubiquitin-protein ligase Mdm2 (Homo sapiens), Q00987 | signal enhancement, % at 5 µM | cell-based MDM2 ubiquitination luciferase reporter, 2 h; 0 = plate control, 100 = twice control, blank-subtracted | actives 0.11% (n = 210,000);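 active = signal enhancement of 30% or more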;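 also: luminescence tracks abundance of the self-degrading MDM2-luciferase fusion protein; higher signal means inhibition of MDM2 E3 ligase activity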
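Assay system: mammalian cells stably expressing self-ubiquitinating, self-degrading MDM2 E3–luciferase fusion. Quantity: 2000 cells in each well. Medium: DMEM culture medium. Compound dosing: single-point 5 µM. Timing: cell settling 4 h, compound treatment 2 h, both 37 °C. Technique: luciferase luminescence. Read-out basis: percent signal gain over controls, blank-subtracted. Benchmarks: plate controls and plate blanks.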
Runt-CBFb FRET: inhibitors of RUNX1 Runt–CBFb binding, primary screen, biochemical, FRET, Cerulean-Runt, Venus-CBFb, uHTS; actives 0.46% (n = 220,000); Cerulean-Runt/Venus-CBFb FRET ratio 530/480, 1 h; Runt-related transcription factor 1 (Homo sapiens) + Core-binding factor subunit beta …; inhibition, % at 20 µM;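 active = inhibition over about 50% at 20 µM in the single-dose screen, limit read from the data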;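 also: 0% = DMSO wells and 100% = excess unlabeled CBFb competitor control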
Target sequence (Q01196 whole entry, looked up): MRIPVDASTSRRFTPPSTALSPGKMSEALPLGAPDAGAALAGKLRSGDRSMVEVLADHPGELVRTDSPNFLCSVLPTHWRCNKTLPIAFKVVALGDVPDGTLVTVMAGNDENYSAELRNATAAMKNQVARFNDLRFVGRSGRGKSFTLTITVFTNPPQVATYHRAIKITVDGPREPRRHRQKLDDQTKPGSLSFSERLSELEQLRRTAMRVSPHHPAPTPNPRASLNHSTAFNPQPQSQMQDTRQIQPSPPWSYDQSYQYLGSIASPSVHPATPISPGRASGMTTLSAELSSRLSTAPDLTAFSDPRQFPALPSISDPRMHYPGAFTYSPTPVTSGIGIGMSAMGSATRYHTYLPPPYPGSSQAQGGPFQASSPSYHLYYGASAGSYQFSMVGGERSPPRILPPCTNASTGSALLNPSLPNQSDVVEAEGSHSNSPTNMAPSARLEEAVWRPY
Target sequence (Q13951 whole entry, looked up): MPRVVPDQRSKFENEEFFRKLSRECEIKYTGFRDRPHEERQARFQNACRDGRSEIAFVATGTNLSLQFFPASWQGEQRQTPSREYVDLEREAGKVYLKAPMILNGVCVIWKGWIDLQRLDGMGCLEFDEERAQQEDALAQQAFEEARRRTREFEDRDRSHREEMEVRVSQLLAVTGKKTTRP
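Measured by: fluorescence energy transfer, 422 nm excitation, 530/480 nm emission; test system: Cerulean-tagged RUNX1 Runt domain (FRET donor) fusion protein; buffer or medium: Tris pH 7.5 buffer with BSA; compound: one dose, 20 µM compound, 1% DMSO; times: two 1 h room-temperature incubations shielded from light; benchmarks: unlabeled CBFb 5 µM, positive control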
Tb hexokinase: Trypanosoma brucei hexokinase 1 inhibitors, primary screen, biochemical, G6PDH-coupled NADH absorbance, MLSCN library; hexokinase 1 [Trypanosoma brucei]; recombinant TbHK1, G6PDH-coupled NADH A340; inhibition, % at 10 µM; actives 0.11% (n = 220,000);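 active = inhibition of 50% or more in the single-dose primary screen; inactive = inhibition below 50%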
L929 necroptosis: inhibitors of zVAD-triggered necroptosis, primary screen, L929 cells; L929 zVAD necroptosis rescue, ATP luminescence, 24 h; with zVAD 60 µM; viability rescue, % at 10 µM; actives 0.38% (n = 220,000);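 active = activation, scaled between plate controls, above about 75%, limit read from the data; inactive = activation under that limit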;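 also: 0% = zVAD with DMSO and 100% = DMSO alone without zVAD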
Runt-SMMHC FRET: inhibitors of RUNX1 Runt–CBFb-SMMHC binding, primary screen, biochemical, FRET, Cerulean-Runt, Venus-CBFb-SMMHC, uHTS | AID 1434, 2008 | actives 0.74% (n = 220,000) | inhibition, % at 20 µM | Cerulean-Runt/Venus-CBFb-SMMHC FRET ratio 530/480, 1 h | Runt-related transcription factor 1 (Homo sapiens) + Core-binding factor subunit beta …;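 active = mean inhibition across duplicate retests at 20 µM reaching about 50%, limit read from the data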;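 also: 0% = DMSO wells and 100% = wells with excess untagged CBFb-SMMHC; inhibitors lower the FRET ratio by blocking Runt binding to CBFb-SMMHC; some results filed as inactive read as strong as hits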
NCF1 inh: p47phox/p22phox peptide binding inhibitors, primary screen, biochemical, uHTS, NADPH oxidase regulatory subunit; fluorescence polarization, 2 h; inhibition, % at 24.7 µM; Neutrophil cytosol factor 1 (Homo sapiens), P14598; AID 1274, 2008; actives 0.53% (n = 220,000);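 active = inhibition above about 30%, limit read from the data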;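 also: 0% = p47phox with labelled peptide and 100% = labelled peptide alone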
Hck Nef HTS: inhibitors of Nef-activated human Hck kinase, primary screen, biochemical, Z-Lyte FRET, 384-well, Hck-YEEI; inhibition, % at 20 µM; actives 0.68% (n = 220,000); Recombinant Hck-YEEI plus Nef, Z-Lyte FRET kinase assay;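 active = Hck-Nef kinase inhibition above about 50%, limit read from the data; inactive = inhibition below that limit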;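 also: 0% = DMSO with Hck plus Nef and 100% = Hck alone without Nef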
14-3-3 Bad inh: inhibitors of 14-3-3 zeta/Bad binding, primary screen, biochemical, TR-FRET, bovine 14-3-3 zeta; inhibition, % at 21.7 µM; TR-FRET 14-3-3zeta/Dy647-pBad peptide displacement, 1 h; 14-3-3 protein zeta/delta (Bos taurus), P63103; AID 781, 2007; actives 0.71% (n = 220,000);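 active = inhibition above about 70%, limit read from the data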;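 also: 0% = full 14-3-3 plus peptide FRET controls and 100% = background without 14-3-3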
EBV gp42 inh: Epstein-Barr virus gp42 inhibitors, primary screen, biochemical, uHTS, fluorescence polarization; Glycoprotein 42 (Epstein-Barr virus (strain AG876)), Q1HVG2; Fluorescence polarization binding assay, mP read-out; inhibition, % (tested at 21.74 µM); actives 0.42% (n = 220,000); AID 1085, 2008; in the data active = inhibition above about 50%
Target sequence (Q1HVG2 whole entry, looked up): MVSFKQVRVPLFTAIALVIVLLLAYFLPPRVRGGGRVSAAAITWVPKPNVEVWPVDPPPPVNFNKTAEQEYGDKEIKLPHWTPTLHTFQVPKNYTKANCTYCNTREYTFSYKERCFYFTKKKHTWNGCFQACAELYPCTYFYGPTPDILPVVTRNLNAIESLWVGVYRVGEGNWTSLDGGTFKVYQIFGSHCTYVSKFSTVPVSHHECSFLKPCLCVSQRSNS
The depositor's hits bear a star; · = not tested or not shown; [ ] = another dose, or the depositor's remark. This is a random part of the collection; overall some 3.2% were active at least once.

Screens in order: Mdm2 ligase inh	Runt-CBFb FRET	Tb hexokinase	L929 necroptosis	Runt-SMMHC FRET	NCF1 inh	Hck Nef HTS	14-3-3 Bad inh	EBV gp42 inh
- O=C(COC(=O)c1cc(-c2cccc3ccccc23)nc2ccccc12)NC1CCS(=O)(=O)C1 (stereo not given)
 : -18	-45	24	-0.1	-96	-43	9	-9	45
- CCOC(=O)CCC(NC(=O)CCCCC(=O)NC(CCC(=O)OCC)C(=O)OCC)C(=O)OCC (stereo not given)
 : -6	0	-1	-0.6	1	-13	2	-11[fluorescence artefact?]	-13
- Fc1ccc2c(c1)/C(=N/Nc1ccccn1)CCS2
 : -15	-2	-19	0.6	0	-10	23	-1	-6
- C=CCNC(=S)NNC(=O)c1csc(C)c1C
 : -5	1	-2	0.0	-4	-12	2	-9	-27
- Cc1cc(NC(=O)c2cc(F)c(F)cc2Cl)no1
 : -1	-2	-3	1.0	-1	2	2	-7[fluorescence artefact?]	-3
- Cc1cccc2sc(N(CCCN(C)C)C(=O)COc3ccc(Cl)cc3)nc12
 : -7	0	23	0.1	-2	-12	-40	4	-4
- CCc1cccc(CC)c1NC(=O)c1cccc(NC(=O)c2ccccc2)c1
 : 1	0	-1	-0.4	-4	4	-26	-6[fluorescence artefact?]	-5
- COC(=O)c1cc(N=C(N)N=C(N)N)cc(C(=O)OC)c1
 : -4	3	-1	-0.8	0	-7	-1	18	-9
- O=C(c1ccco1)N1CCN(S(=O)(=O)c2ccc3c(c2)CCN3C(=O)C2CC2)CC1
 : -13	3	2	0.2	-4	-3	2	-2	-18
- O=C(O)/C=C\c1ccccc1Oc1ccc(F)cc1
 : -7	1	-8	2.5	-4	-10	23	-13	-12
- CCN(Cc1ccccc1)c1ccc(/C=N/NS(=O)(=O)c2ccc(C)c([N+](=O)[O-])c2)cc1
 : -19	2	-19	1.4	-6	-23	-1	-2	-19
- CN(C)NC(=O)c1cccc(Cl)c1
 : -10	0	-6	0.8	-3	-1	3	0	-1
- O=c1c2cccc(Cl)c2nc2n1Cc1ccccc1-2
 : 3	23	6	2.9	7	5	-10	1	-17
- COc1cc(C(=O)OCC(=O)c2c[nH]c3ccccc23)ccc1OCC(=O)N1CCOCC1
 : -10	-3	-4	0.1	-4	-31	1	4[fluorescence artefact?]	-20
- CCn1cc(C(=O)O)c(=O)c2cnc(N3CCN(C(=S)Nc4ccccc4Cl)CC3)nc21
 : -8	5	-10	-0.3	3	-1	0	0	7
- CC(C)(C)NC(=O)CN(C(=O)Cn1nnc(-c2ccccc2F)n1)c1cccc2c1CCCC2
 : -13	0	7	-0.4	2	-2	-1	-4	-8
- Cc1cc(C)c(C)c(S(=O)(=O)NCc2cccnc2)c1C
 : -7	0	4	-1.2	-1	-9	4	5	-12
- Cc1cc2oc(=O)cc(Cn3ccnc3)c2cc1C
 : -6	-1	-9	0.2	-3	-10	3	1	-5
- COc1ccc(CC(=O)NC(C)c2nnc(SCc3nc4ccccc4c(=O)[nH]3)n2C)cc1 (stereo not given)
 : 3	1	10	0.1	-1	0	5	3	-19
- O=S(N1CCc2ccccc21)C12CC3CC(CC(C3)C1)C2 (stereo not given)
 : -12	0	-4	2.4	-4	0	-7	16	-13
- Cc1c(C(=O)O)cccc1-c1ccc(/C=C2/NC(=O)N(c3ccccc3)C2=O)o1
 : -10	17	-12	-0.3	47	-11	49	-5	-15
- Cc1ccc(NC(=S)NCc2ccc(S(N)(=O)=O)cc2)c(C)c1
 : -10	2	-1	0.2	-1	-3	-15	0	7
- S=c1[nH]nc(C2COc3ccccc3O2)o1 (stereo not given)
 : -15	2	5	-0.5	-19	-7	1	-1	-17
- O=S(=O)(c1ccc2c(c1)OCCO2)N1CCC(c2nc3ccc(Cl)cc3[nH]2)CC1
 : -13	1	5	7.4	-2	4	0	21	-10
- CN(C)c1ccc(C2/C(=C(/O)c3ccccc3)C(=O)C(=O)N2CCCC(=O)O)cc1 (stereo not given)
 : ·	5	-34	-0.1	2	-5	26	1	-3
- SC(COCc1ccccc1)CN1CCN(Cc2ccc3c(c2)OCO3)CC1 (stereo not given)
 : -10	2	20	-0.4	0	-8	3	13	-5
- Cc1[nH]n(-c2ccccc2)c(=O)c1C=Nc1cnc2ccccc2c1
 : 23	-4	-38	-0.5	-4	2	6	8[fluorescence artefact?]	-3
- BrC(=C\c1ccccc1)/C=N/Nc1nc2ccccc2[nH]1
 : -7	0	-9	1.4	-7	-6	-2	-10[fluorescence artefact?]	2
- Cc1cc(C(=O)OCC(=O)Nc2ccccc2)c(C)o1
 : -6	-1	4	1.1	-3	-14	-4	-3	-7
- COCCN(CCOC)C(=S)Nc1ccccc1
 : -4	-1	-2	0.4	0	-3	15	-12	-9
- CC1(C)C(=O)OC(c2cccn2-c2ccc([N+](=O)[O-])cc2)C2(CCCCC2)C1=O (stereo not given)
 : -10	1	2	-0.2	6	3	4	16[fluorescence artefact?]	-11
- CN(C(=S)NCCN1CCOCC1)C(c1ccccc1)c1ccccc1
 : -2	1	4	0.1	-1	-2	-12	17	-4
- CC1(C)Cc2c(ccc3ccccc23)C(c2cc3ccccc3oc2=O)=N1
 : -1	-4	-1	-0.1	0	-9	-1	18[fluorescence artefact?]	-6
- Cc1ccc2cc(CN(C(=O)c3cccnc3)C(C)C)c(=O)[nH]c2c1
 : -8	0	-21	1.5	-7	-19	11	0	-22
- CC(C)Oc1ccccc1C1CC(=O)Nc2cc3c(cc21)OCO3 (stereo not given)
 : -16	1	1	-0.9	3	5	1	-9	3
- CC(=Nc1ccc(C)cc1C)c1sc2ccccc2c1O
 : -26	-17	-6	17	-26	5	14	-4	8
- CC12C(=O)N(c3nccs3)C(=O)C1C1C=CC2C1 (stereo not given)
 : 2	0	7	0.0	2	-9	1	0	3
- CC(C)(C)n1ncc2c(=O)n(CC(=O)NCc3ccc(F)cc3)cnc21
 : -33	-1	1	2.3	-13	-5	4	2	-6
- O=C(NC1CC2CCCC(C1)N2CC(=O)N1CCCc2ccccc21)C1CCCCC1 (stereo not given)
 : -12	2	7	-0.8	2	-5	-1	5	-30
- O=C(Nc1ccc2c(c1)OCO2)C1CC(c2ccc(Cl)cc2)=NO1 (stereo not given)
 : 1	0	-2	0.0	0	-2	1	4	-5
- C=CCn1cc(/C=C2\SC(N3CCOCC3)=NC2=O)c2ccccc21
 : ·	-3	-14	0.3	5	-18	20	5	-9
- NC(=O)C[n+]1cccc2ccccc21
 : -5	-67	-9	-0.2	-193	-5	2	20[fluorescence artefact?]	46
- N#CC(C#N)=C1c2cc(S(=O)(=O)NCCO)ccc2-c2ccc(S(=O)(=O)NCCO)cc21
 : -14	-1	-4	1.2	-9	-8	5	-1	-10
- O=C(COC(=O)c1ccc(Br)o1)Nc1nc2ccccc2s1
 : 3	1	3	1.4	-1	-23	1	-2[fluorescence artefact?]	-6
- COc1ccc(C(C)=O)cc1COC(=O)c1ccc2c(c1)OCO2
 : -1	-1	3	2.1	2	0	-1	13	-3
- N#Cc1ccccc1COC(=O)c1cccnc1N
 : 2	0	-12	0.5	-4	-2	6	9	-5
- COc1ccc(-n2c(=O)c3ccccc3n(CC(=O)NC3CCCCC3)c2=O)cc1
 : -25	1	41	-0.1	-3	-7	-8	-11	-10
- CCOCCCNC(=O)/C=C1\Sc2ccccc2N(Cc2ccccc2F)C1=O
 : -2	-6	0	2.1	1	-6	-22	-10	3
- C[C@@H]1CC[C@H]2C(=O)N3[C@@H](CC[C@@H](C)[C@@H]3c3ccc(Br)cc3)C(=O)N2[C@H]1c1ccc(Br)cc1
 : ·	0	-4	7.0	3	-11	-7	6	-11
- CCOC(=O)c1ccc(N2CN(CCc3ccccc3)CNC2=S)cc1
 : 2	-5	2	0.3	0	-3	9	-14	-3
- CCc1nnc(NC(=O)c2ccc(S(C)(=O)=O)cc2)s1
 : -6	10	-34	1.6	-4	4	-17	1	0
- Cn1c(=O)c(C#N)c(-c2ccc(F)cc2)c2cc(C(=O)c3cc(Cl)cc(Cl)c3O)cnc21
 : -7	1	-9	0.1	-5	-23	13	2	-3
- O=C(CN1CCCN(Cc2ccc(F)cc2Cl)C1=O)NCc1ccccc1
 : -13	2	1	-0.3	-1	-9	0	-3	-12
- COc1ccc(C2CC(c3ccc(F)cc3)n3nc(NC(=O)c4ccco4)nc3N2)cc1 (stereo not given)
 : 2	-2	-1	1.7	0	-11	0	-4	-2
- O=C(c1ccc([N+](=O)[O-])s1)N1CCc2ccccc2C1
 : 1	-6	-11	-0.1	-15	-10	-17	5	-3
- Cc1cccc(OCc2nnc(SCC(=O)Nc3cc(C)on3)n2C)c1
 : -17	3	0	1.3	-2	-11	-5	-4	-11
